# FXIIa inh: inhibitors of human coagulation factor XIIa; purified FXIIa, Boc-QGR-AMC fluorogenic substrate, 2 h; inhibition, % at 5 µM; 0.3% of 220,000 active; in the data active means inhibition above about 40%;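 further: 0% = enzyme with no compound and 100% = blank without enzyme; many of its hits are not listed in these tables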
# KLK5 inh: kallikrein 5 (human) inhibition; Q9Y337; AID 873; 0.59% of 210,000 active; recombinant hK5, fluorogenic AMC substrate cleavage; inhibition, % at 5 µM;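 active means inhibition of 40% or more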;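 further: 0% = enzyme controls without compound and 100% = no-enzyme blanks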
# Target sequence (Q9Y337 67-293 limits assumed): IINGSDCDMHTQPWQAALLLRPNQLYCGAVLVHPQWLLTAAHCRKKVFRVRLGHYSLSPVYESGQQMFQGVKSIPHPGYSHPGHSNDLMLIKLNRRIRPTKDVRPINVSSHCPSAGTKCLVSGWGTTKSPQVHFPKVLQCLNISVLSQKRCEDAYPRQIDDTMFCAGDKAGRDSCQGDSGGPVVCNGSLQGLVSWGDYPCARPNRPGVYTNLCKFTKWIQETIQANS
# Wee1 degr inh: blocks degradation of human Wee1 kinase; AID 1321; 1.2% of 220,000 active; HeLa Luc-Wee1K328M stability, luciferase luminescence; 100% = proteasome inhibitor MG132 effect; reporter increase, % at 5 µM;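 active means activation above the mean of all tested compounds plus 3 SD, set per screening run, cut at about 8.8% in these data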;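 further: cells exposed to compound for 20 h before luminescence read; 0% = DMSO alone and 100% = MG132 at 30 µM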
# Hck Nef HTS: human Hck-Nef kinase inhibition | 0.68% of 220,000 active | Recombinant Hck-YEEI plus Nef, Z-Lyte FRET kinase assay | inhibition, % at 20 µM | P08631;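 active means Hck-Nef kinase inhibition above about 50%, limit read from the data; inactive means inhibition below that limit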;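 further: 0% = DMSO with Hck plus Nef and 100% = Hck alone without Nef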
# Target sequence (P08631 whole entry, looked up): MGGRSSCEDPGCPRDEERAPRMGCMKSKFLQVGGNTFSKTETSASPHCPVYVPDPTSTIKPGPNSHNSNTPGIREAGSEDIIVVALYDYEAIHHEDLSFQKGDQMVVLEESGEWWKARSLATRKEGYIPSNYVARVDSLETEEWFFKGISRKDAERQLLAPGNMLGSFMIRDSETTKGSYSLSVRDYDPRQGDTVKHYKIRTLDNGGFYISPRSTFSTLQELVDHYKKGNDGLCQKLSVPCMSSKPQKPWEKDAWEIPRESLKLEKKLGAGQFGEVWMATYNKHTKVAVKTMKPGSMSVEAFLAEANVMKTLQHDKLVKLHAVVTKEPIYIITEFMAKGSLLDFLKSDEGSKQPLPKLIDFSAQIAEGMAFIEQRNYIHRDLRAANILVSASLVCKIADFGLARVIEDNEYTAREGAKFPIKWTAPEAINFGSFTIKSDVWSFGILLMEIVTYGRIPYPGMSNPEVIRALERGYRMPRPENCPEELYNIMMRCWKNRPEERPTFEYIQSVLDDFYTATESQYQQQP
# FXIa inh 1536: factor XIa (human) inhibition. purified FXIa, Boc-Glu-Ala-Arg-AMC fluorogenic substrate. 0.14% of 220,000 active. inhibition, % at 5 µM. P03951;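 active means inhibition of at least 40%; inactive means inhibition below 40%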;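 further: fluorescence of freed AMC excited at 355 nm; 0% = enzyme without compound and 100% = no enzyme blank; many of its hits are not listed in these tables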
# 14-3-3 Bad inh: disrupts binding of bovine 14-3-3 zeta to phospho-Bad peptide; P63103; 0.71% of 220,000 active; TR-FRET 14-3-3zeta/Dy647-pBad peptide displacement, 1 h; inhibition, % at 21.7 µM;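 active means inhibition above about 70%, limit read from the data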;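 further: 0% = full 14-3-3 plus peptide FRET controls and 100% = background without 14-3-3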
# Target sequence (P63103 whole entry, looked up): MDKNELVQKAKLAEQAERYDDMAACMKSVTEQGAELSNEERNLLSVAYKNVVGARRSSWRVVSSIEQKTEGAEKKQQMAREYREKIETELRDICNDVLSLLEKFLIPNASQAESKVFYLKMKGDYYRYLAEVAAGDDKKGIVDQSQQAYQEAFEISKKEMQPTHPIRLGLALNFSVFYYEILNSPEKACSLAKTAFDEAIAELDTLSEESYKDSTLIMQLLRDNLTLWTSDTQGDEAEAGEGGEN
# Runt-CBFb FRET: Runt domain-CBFb interaction inhibition; inhibition, % at 20 µM; 0.46% of 220,000 active; Q01196+Q13951; Cerulean-Runt/Venus-CBFb FRET ratio 530/480, 1 h;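 active means inhibition over about 50% at 20 µM in the single-dose screen, limit read from the data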;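 further: 0% = DMSO wells and 100% = excess unlabeled CBFb competitor control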
#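 System: Cerulean-labeled Runt domain protein | Quantity: 100 nM of each labeled protein | Schedule: 1 h compound exposure, room temperature | Detection: Fluorescence energy transfer, 422 nm excitation, 530/480 nm emission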
# Runt-SMMHC FRET: blocks binding of human RUNX1 Runt domain to CBFb-SMMHC. Q01196+Q13951. Cerulean-Runt/Venus-CBFb-SMMHC FRET ratio 530/480, 1 h. inhibition, % at 20 µM. 0.74% of 220,000 active. AID 1434;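 active means mean inhibition across duplicate retests at 20 µM reaching about 50%, limit read from the data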;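 further: 0% = DMSO wells and 100% = wells with excess untagged CBFb-SMMHC; inhibitors lower the FRET ratio by blocking Runt binding to CBFb-SMMHC; some results filed as inactive read as strong as hits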
# thrombin 1536: thrombin (human) inhibition; alpha-thrombin, Boc-VPR-AMC fluorogenic substrate cleavage; 0.26% of 220,000 active; inhibition, % at 5 µM; AID 1046;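 active means inhibition at or above 40%; inactive means inhibition below 40%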;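 further: 0% = enzyme with no compound and 100% = wells without enzyme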
#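 Test system: human alpha-thrombin protein / Dosing: one concentration per compound, 5 µM, with 0.2% DMSO / Medium: pH 7.5 Tris-saline with Tween 20 / Benchmarks: no-compound enzyme wells and no-enzyme blanks / Read-out basis: percent inhibition of thrombin substrate cleavage / Timing: reaction at room temperature / Measured by: fluorescence, ex 355 nm, em 460 nm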
# * hit, by the source's call; · = no result given; [ ] = another dose, or the depositor's remark.
# Values run as follows: FXIIa inh	KLK5 inh	Wee1 degr inh	Hck Nef HTS	FXIa inh 1536	14-3-3 Bad inh	Runt-CBFb FRET	Runt-SMMHC FRET	thrombin 1536
O=C(CSc1ccc(-c2ccccn2)nn1)N1CCc2ccccc21
    3	-2	1	-11	-4	-12	-2	1	-8
CN(Cc1ccccc1)C(=O)CSc1nnc(-c2ccco2)n1-c1ccccc1
    9	-16	-3	0	-4	-12	2	0	-1
CC1CCC(C(C)C)C(=O)/C1=C/c1ccc(N)cc1 (centres undefined)
    6	0	-1	22	-2	-4	1	6	-5
O=C(Nc1cc(S(=O)(=O)N2CCCCC2)ccc1N1CCOCC1)c1cc(=O)[nH]c2ccccc12
    13	3	0	24	2	3	0	1	1
O=C(CSc1nnc(COc2ccccc2Cl)o1)NC(=O)NC1CCCC1
    19	-21	-2	3	9	-4	4	2	4
CCOC(=O)c1cnn(CCOC(=O)c2ccc(OC)cc2)c1NC(=O)c1ccc(OC)cc1
    11	-4	-2	4	15	7[fluorescence artefact?]	-2	-3	-5
COc1ccccc1C(=O)Nc1ccc2oc(-c3ccc(F)cc3)nc2c1
    11	0	-3	13	-2	59[fluorescence artefact?]	-4	-1	-1
COc1ccccc1C(=O)Nc1cccc(-c2cn3ccsc3n2)c1
    -5	-4	3	-8	-2	1	1	-1	-9
COc1ccccc1OCc1nnc(SCCN2CCOCC2)o1
    -6	20	-3	1	-1	39[fluorescence artefact?]	-1	6	-4
O=C(/C=C/c1ccccc1)Nc1nnc(-c2ccco2)o1
    -7	-14	0	10	-8	0	0	0	-8
CC(=O)Nc1ncc(Cc2cccc(Cl)c2)s1
    14	·	3	-5	10	1	-2	3	-2
CCCCCNCc1cccn1C
    21	16	3	9	6	-6	1	4	8
COc1ccc(S(=O)(=O)N2CCCCC2)cc1NC(=O)c1cc(C)on1
    3	-1	5	-108	-2	-6	0	1	-7
O=C(CN1CCCCCC1)Nc1ccc(Oc2ccccc2)cc1
    6	·	-2	-1	-1	2	-4	1	-5
CCc1ccc(C2CC(=O)Nc3c2c(=O)nc2c(C)cccn32)cc1 (centres undefined)
    10	·	-2	-2	0	5	3	0	1
COC(=O)c1sccc1NC(=O)c1c(C)noc1C
    18	-4	0	1	5	-3[fluorescence artefact?]	1	4	3
O=S(=O)(c1ccc(Oc2ccc(-c3nnco3)cc2)nc1)N1CCC(Cc2ccccc2)CC1
    -6	2	-2	3	-5	2[fluorescence artefact?]	-7	-6	-11
CC(C)CN(CC(C)C)S(=O)(=O)N1CCC(C(=O)NC2CCCCCCC2)CC1
    1	1	2	2	-6	3	-2	-1	-5
CCOC(=O)N1CCN(C(=O)CS(=O)Cc2nc(-c3ccc(C)cc3)oc2C)CC1 (centres undefined)
    9	-11	3	6	6	8	2	-1	-4
COc1ccccc1N1CCN(CC(O)COCCOc2ccc(Br)cc2)CC1 (centres undefined)
    21	-1	1	-1	9	-3	-4	4	-2

# Some of these compounds in order of their number in Hck Nef HTS, descending:
Compound	Hck Nef HTS
CCOC(=O)N1CCN(C(=O)CS(=O)Cc2nc(-c3ccc(C)cc3)oc2C)CC1 (centres undefined)	6
O=S(=O)(c1ccc(Oc2ccc(-c3nnco3)cc2)nc1)N1CCC(Cc2ccccc2)CC1	3
CC(C)CN(CC(C)C)S(=O)(=O)N1CCC(C(=O)NC2CCCCCCC2)CC1	2
COC(=O)c1sccc1NC(=O)c1c(C)noc1C	1
O=C(CN1CCCCCC1)Nc1ccc(Oc2ccccc2)cc1	-1
CCc1ccc(C2CC(=O)Nc3c2c(=O)nc2c(C)cccn32)cc1 (centres undefined)	-2
COc1ccc(S(=O)(=O)N2CCCCC2)cc1NC(=O)c1cc(C)on1	-108

# Continuation.
# Values run as follows: FXIIa inh	KLK5 inh	Wee1 degr inh	Hck Nef HTS	FXIa inh 1536	14-3-3 Bad inh	Runt-CBFb FRET	Runt-SMMHC FRET	thrombin 1536
COc1ccccc1C/C(N)=N/OC(=O)c1ccc2c(c1)OCO2
    11	1	-2	26	-2	-8	2	0	-3
COCCn1nnnc1C(c1cccs1)N1CCN(c2cc(C)ccc2C)CC1 (centres undefined)
    -6	2	2	1	-4	41[fluorescence artefact?]	-4	-3	-4
Cc1ccc(C)c(OCCCC(=O)Nc2nccs2)c1
    15	-15	4	0	5	-6	-2	2	-2
O=C(NCc1ccccc1)C1CCCN(S(=O)(=O)c2cccs2)C1 (centres undefined)
    15	-2	1	-2	7	-8[fluorescence artefact?]	-2	0	-1
Cc1ccc(NC(=O)Nc2cccnc2)cc1NC(=O)Nc1cccnc1
    11	2	0	23	3	1	-3	-2	-2
COCCNC(=O)Cn1c(=O)n(CCCCCC(=O)Nc2ccccc2)c(=O)c2sccc21
    5	-5	-3	1	0	5[fluorescence artefact?]	2	2	-7
COc1ccc(N=Cc2c(O)n(-c3cccc(C)n3)c(=O)c3ccccc23)cc1
    -2	-7	1	-1	-7	2	-10	7	-4
CCCCOc1ccc(C(C)NC(=O)CCS(=O)(=O)Cc2ccccc2F)cc1 (centres undefined)
    7	-2	0	2	-1	-5[fluorescence artefact?]	-3	2	-6
CCc1c(C)sc(NC(=S)NC(C)C2CCCO2)c1C(=O)OC (centres undefined)
    9	-4	2	18	-1	-15	-2	3	6
O=C(CSc1nc2ccccc2s1)NC1CCCC1
    42*	8	-5	-20	7	7	3	-4	4

# (list continues)
Structure	FXIIa inh	KLK5 inh	Wee1 degr inh	Hck Nef HTS	FXIa inh 1536	14-3-3 Bad inh	Runt-CBFb FRET	Runt-SMMHC FRET	thrombin 1536
O=C(NCC12CC3CC(CC(C3)C1)C2)c1nc2ncccn2n1	15	1	-3	0	7	7	3	0	-4
Cc1ccc2c(n1)sc1c(-c3ccc(Br)cc3)c(C#N)c(N)nc12	9	-51	1	22	2	61[fluorescence artefact?]	32	92	-2
COc1cc(C(C)=O)ccc1COc1ccc(C(=O)OC(C)C(=O)NC(N)=O)cc1OC (centres undefined)	10	2	-2	3	7	4[fluorescence artefact?]	-2	-1	-2
O=S(=O)(Nc1cccc(-c2cn3ccsc3n2)c1)c1ccc(F)cc1	7	-18	-2	4	1	-21	-3	-5	5
CC/C(=C\c1oc2cc3ccccc3cc2[n+]1CC)Nc1ccccc1	12	9	5	13	5	0	2	4	8
Cc1cc(N2CCOCC2)nc2ccc(NC(=O)C3CCC(C)CC3)cc12 (centres undefined)	5	-21	1	-6	-1	-1[fluorescence artefact?]	1	2	-4
Cc1ccc2cc(CCNC(=O)c3ccco3)c(=O)[nH]c2c1	19	12	-2	8	15	5	-4	-4	4
CCOC(=O)/C(=C/c1cn(C)c2ccccc12)NC(=O)c1ccccc1	10	3	6	2	10	2	1	-6	1
O=C(Nc1ccccc1)Nc1ccc(Oc2cccnc2)nc1	0	23	5	3	-19	-3	0	-2	-10
Cc1nnc(SCC(=O)Nc2ccc3c(c2)OCCO3)s1	15	-5	7	-2	8	0	-4	0	3
CNC(=S)N1CCC(NC(=O)C23CC4CC(CC(C4)C2)C3)CC1	4	-5	1	21	-6	1	-1	2	-11
COCCn1c(SCC(=O)Nc2cc(C(C)(C)C)nn2-c2ccccc2)nc2ccccc2c1=O	4	-15	1	1	-3	-5	-4	1	-11
COc1nccnc1NS(=O)(=O)c1ccc(N/C=C2\CCCCC2=O)cc1	11	2	-4	-22	1	-1	4	1	-4
Cc1onc(-c2ccccc2)c1C(=O)NC(=S)NNC(=O)c1cc(-c2ccc(F)cc2)n[nH]1	7	-22	-3	24	1	-12	3	0	-1
Cc1onc(-c2ccccc2)c1-c1ccnn1S(=O)(=O)c1ccc(Cl)cc1	8	3	10*	16	7	-4	1	-6	-3
O=C(/C=C/c1ccco1)NC(=S)Nc1ccccn1	17	10	1	2	-14	10	6	-9	6
Cc1cc(=O)oc2cc(OCC(=O)Nc3ccc(S(=O)(=O)N(C)C)cc3)ccc12	5	0	1	16	4	20	4	3	-3
Cc1nnc(SCC(=O)N2c3ccccc3CC2C)s1 (centres undefined)	20	-1	2	1	5	-5[fluorescence artefact?]	0	0	2
Cn1c(-c2ccc3ccccc3n2)[n+](C)c2ccccc21	-1	-3	-1	3	-11	1	0	-1	-6
CCCn1c(C)cc(C(=O)COC(=O)CN=C2NS(=O)(=O)c3ccccc32)c1C	11	-19	-2	5	5	-23[fluorescence artefact?]	-3	2	-7
Cc1cc(-c2nnnn2-c2cc(Cl)cc(Cl)c2)no1	2	-6	1	3	-3	-2	3	4	-8
Cc1onc(-c2c(Cl)cccc2Cl)c1NC(=O)NNc1c(Cl)cncc1Cl	2	-5	-1	-1	-4	-8	2	-1	-8
O=c1cc(Nc2ccc3c(c2)OCCO3)[nH]c(=O)n1-c1ccc(Br)cc1	16	-11	0	8	6	-6	-1	-1	3
COc1cc(C(C#N)N2N=C(c3ccccc3)CC2c2ccccc2)ccc1O (centres undefined)	7	-3	2	0	12	-1	·	-3	1
CN(C)CCNC(=S)Nc1ccc(F)c(F)c1F	-1	-10	0	6	-4	-15	0	-1	1
COC(=O)C1C(O)=C(C=Nc2ccccc2)C(=O)CC1(C)C (centres undefined)	6	9	-1	-7	1	-10	0	0	2
Cc1sc2nc(CN3CCCC3)nc(NCc3ccncc3)c2c1C	·	0	2	-21	-5	16	-4	-10	-8
CC(=O)c1ccc(NC(=O)Nc2cccc(Cl)c2)cc1	17	-9	1	1	4	17[fluorescence artefact?]	2	0	-1
Cc1ccc(S(=O)(=O)N2CCN(C3CCC(c4ccccc4)CC3)CC2)cc1 (centres undefined)	4	2	-2	0	-5	11	0	-2	-4

# Rewritten with each value named: part of the list above.
> CCOC(=O)c1cnn(CCOC(=O)c2ccc(OC)cc2)c1NC(=O)c1ccc(OC)cc1
  FXIIa inh: 11 | KLK5 inh: -4 | Wee1 degr inh: -2 | Hck Nef HTS: 4 | FXIa inh 1536: 15 | 14-3-3 Bad inh: 7[fluorescence artefact?] | Runt-CBFb FRET: -2 | Runt-SMMHC FRET: -3 | thrombin 1536: -5
> COc1ccccc1C(=O)Nc1ccc2oc(-c3ccc(F)cc3)nc2c1
  FXIIa inh: 11 | KLK5 inh: 0 | Wee1 degr inh: -3 | Hck Nef HTS: 13 | FXIa inh 1536: -2 | 14-3-3 Bad inh: 59[fluorescence artefact?] | Runt-CBFb FRET: -4 | Runt-SMMHC FRET: -1 | thrombin 1536: -1
> COc1ccccc1C(=O)Nc1cccc(-c2cn3ccsc3n2)c1
  FXIIa inh: -5 | KLK5 inh: -4 | Wee1 degr inh: 3 | Hck Nef HTS: -8 | FXIa inh 1536: -2 | 14-3-3 Bad inh: 1 | Runt-CBFb FRET: 1 | Runt-SMMHC FRET: -1 | thrombin 1536: -9
